Source: PubChem BioAssay
MLLE-PAM2 inh: inhibitors of microRNA-mediated deadenylation, human PABP1 MLLE binding | P11940 | GST-MLLE / FITC-PAM2 fluorescence polarization | inhibition, % at 20 µM | 360,000 tested, 0.36% active | AID 588489; in the data active = inhibition above about 35%, passing the limit was not always enough;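 note: plate controls were DMSO wells with GST-MLLE for no effect and wells lacking GST-MLLE protein for full effect; some results filed as inactive read as strong as hits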
Neddyl block: inhibitors of human cullin neddylation | 360,000 tested, 0.58% active | TR-FRET cullin neddylation, biochemical | P61081+Q13564 | calls only at 25 µM | AID 651699; in the data active = inhibition above about 36%
E coli Lon inh: inhibitors of E. coli Lon protease. purified E. coli Lon protease, fluorescence polarization. P0A9M0. 360,000 tested, 0.42% active. inhibition, % at 7.94 µM; in the data active = inhibition above about 13%, passing the limit was not always enough;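 note: 0% = enzyme with probe and DMSO and 100% = no enzyme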
Target sequence (P0A9M0 whole entry, looked up): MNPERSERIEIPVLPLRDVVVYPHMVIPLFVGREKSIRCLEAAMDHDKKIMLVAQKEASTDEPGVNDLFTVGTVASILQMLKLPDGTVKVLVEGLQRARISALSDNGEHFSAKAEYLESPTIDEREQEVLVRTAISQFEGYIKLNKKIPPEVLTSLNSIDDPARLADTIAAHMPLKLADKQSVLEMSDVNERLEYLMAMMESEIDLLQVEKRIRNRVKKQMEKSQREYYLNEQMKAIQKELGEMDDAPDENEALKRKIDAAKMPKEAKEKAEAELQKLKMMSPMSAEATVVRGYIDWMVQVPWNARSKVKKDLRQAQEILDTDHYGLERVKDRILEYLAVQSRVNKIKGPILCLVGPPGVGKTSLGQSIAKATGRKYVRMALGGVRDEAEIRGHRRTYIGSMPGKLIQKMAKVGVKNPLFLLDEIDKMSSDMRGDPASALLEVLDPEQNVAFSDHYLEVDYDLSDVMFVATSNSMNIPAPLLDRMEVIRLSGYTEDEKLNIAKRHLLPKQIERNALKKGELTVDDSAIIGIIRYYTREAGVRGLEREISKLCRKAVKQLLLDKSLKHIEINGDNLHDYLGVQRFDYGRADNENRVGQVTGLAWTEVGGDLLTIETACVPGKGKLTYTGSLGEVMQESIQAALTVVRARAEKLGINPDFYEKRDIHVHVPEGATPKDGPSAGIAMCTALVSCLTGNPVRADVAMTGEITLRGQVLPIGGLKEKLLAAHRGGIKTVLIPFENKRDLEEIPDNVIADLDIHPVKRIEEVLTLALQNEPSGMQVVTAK
Rin1-Abl PPI inh: human Rin1-Abl interaction inhibition. 360,000 tested, 0.4% active. P00519+Q13671. inhibition, % at 7.35 µM. TR-FRET Rin1/Abl binding, biochemical; in the data active = inhibition above about 5%, passing the limit was not always enough
MT1-MMP act inh: inhibitors of human MT1-MMP activation | P50281 | HT1080 RFP-PRO-GFP cells, GFP/RFP ratio fluorescence, overnight; percent of plate control window, DMSO zero | GFP/RFP ratio change, % at 20 µM | 360,000 tested, 0.061% active;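 active = GFP/RFP ratio change of at least 30% with cell ATP level not reduced by more than half and red fluorescence within 50% of control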; note: strong numbers were not always called active
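Test system: HT1080 cells expressing an RFP-PRO-GFP fluorescent reporter construct / Compound dosing: single-point 20 µM compound, 1% DMSO / Schedule: cells overnight before dosing, compound overnight, 37 °C, 5% CO2 / Evaluation: GFP/RFP fluorescence ratio / Control set: DMSO and RFP-L50D-GFP cell wells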
SKN-1 block: C. elegans SKN-1 inhibition | C. elegans VP596 Pgst-4::GFP/RFP ratio, acrylamide-induced, 24 h | inhibition, % at 21.8 µM | 360,000 tested, 0.49% active;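 active = interference check ratio from 0.5 to 1.5 plus GFP to RFP signal ratio inhibition reaching or exceeding a fixed threshold, cut at about 30% in these data, passing the limit was not always enough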; note: some compounds called inactive have numbers as strong as hits
bovine MsrA act: activates bovine MsrA enzyme. 360,000 tested, 0.3% active. activation, % at 10.6 µM. purified bovine MsrA, absorbance read-out; in the data active = activation above about 7.5%;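 note: 0% = vehicle and 100% = reference activator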
CendR NRP1 mod: NRP-1/CendR interaction modulation; O14786; FAM-RPARPAR peptide binding to NRP-1, fluorescence polarization; inhibition, % at 25 µM; 360,000 tested, 0.85% active; AID 602438;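 active = inhibition or corrected inhibition above about 18%, plus a signal ratio from 0.5 to 1.5, limit read from the data, passing the limit was not always enough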; note: strong numbers were not always called active
FAS TE block: blocks the thioesterase domain of human fatty acid synthase; 360,000 tested, 0.67% active; recombinant FAS-TE, OMFH fluorogenic substrate, fluorescence endpoint; inhibition, % at 15 µM; P49327;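 active = compounds whose normalised, plate-corrected inhibition of enzyme fluorescence in the single-dose primary screen is 50% or more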;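 note: 0% = DMSO with enzyme and 100% = substrate without enzyme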
* marks the source's active call; other numbers are inactive results; i = inactive; . = not tested or not shown.

canonical_smiles,MLLE-PAM2 inh,Neddyl block,E coli Lon inh,Rin1-Abl PPI inh,MT1-MMP act inh,SKN-1 block,bovine MsrA act,CendR NRP1 mod,FAS TE block
CC(=O)OCC(=O)[C@@]1(O)CCC2C3CCC4=CC(=O)CCC4(C)C3C(=O)CC21C (some centres not stated),4,i,0,-1,4,11,-1,4,3
COc1ccc(OC)c(NC(=O)Nc2cccnc2)c1,11,i,-9,2,-3,-4,-4,1,-3
Cc1cc(Cl)c2oc(C(=O)N3CCN(C4CCS(=O)(=O)C4)CC3)c(C)c2c1 (configuration not stated),9,i,-8,-4,3,-23,-1,-2,-5
CCCCn1nnnc1NCc1cccc(OC)c1OC,4,i,5,0,-3,6,-6,23*,-6
Cc1ccc(NC(=S)N(CCCN2CCCC2)Cc2cccn2Cc2ccc(Cl)cc2)cc1C,-40,i,-6,-3,0,10,-1,-4,26
Cc1cc(CN(C)C(=O)CC2C(=O)NCCN2CC(c2ccccc2)c2ccccc2)on1 (configuration not stated),8,i,-1,4,.,13,-1,1,0
O=C(NCc1cccc(C(F)(F)F)c1)c1ccc[nH]1,9,i,5,0,3,13,-2,11,-2
COc1ccc2oc(=O)c(C(=O)N3CCN(C(=O)c4ccco4)CC3)cc2c1,-10,.,5,3,-4,4,-2,-1,-2
C[C@H](CO)N1C[C@H](C)[C@@H](CN(C)S(=O)(=O)c2ccc(F)cc2)Oc2c(NC(=O)Cc3ccccc3)cccc2C1=O,-5,i,4,-2,-2,12,-1,-5,-3
CN1CCN(C(=O)/C=C/c2ccc(C#N)cc2)CC1,-1,i,0,-1,4,25,-1,-19,-3
CC(C)[C@H](NC(=O)c1ccc(F)cc1)C(=O)N(C)Cc1cccs1,-1,i,-3,3,-11,8,-4,12,-2
O=C(CCn1c(=O)oc2ccc(Cl)cc21)NCCCN1CCOCC1,-1,i,6,1,-2,-6,1,16,-6
Cc1cc(C(=O)COC(=O)c2cccc(NS(C)(=O)=O)c2)c(C)n1CC1CCCO1 (configuration not stated),-20,i,-4,0,-1,11,-2,-3,-3
COc1ccc(Cl)cc1NC(=O)Nc1cnccn1,-3,i,1,3,-9,9,-3,10,0
COc1ccc2oc(C(=O)OCC(=O)N3CCN(C(C)=O)CC3)c(C)c2c1,-9,.,-6,-2,2,-9,1,2,-3
COc1cccc(C2C3(C#N)C(N)=NC(OC)(OC)C23C#N)c1 (configuration not stated),-6,i,0,-1,1,-1,3,8,-8
COc1ccc(N(CC(=O)N2CCN(c3cccc(C)c3)C(C)C2)S(=O)(=O)c2c(C)n[nH]c2C)cc1 (configuration not stated),-8,i,9,-1,0,-5,-2,-13,2
COC(=O)c1ccc(C(=O)Nc2ccc(C(C)C)cc2N)cc1,-14,i,-6,5,5,3,-4,7,-1
CSc1ccccc1NC(=O)COC(=O)Cc1cccs1,2,i,-12,-1,-3,-4,0,10,-6
CC1=C(OC(=O)c2ccc(Br)cc2)C(C)(C)C(c2ccccc2)OC1=O (configuration not stated),6,i,-8,3,1,21,-3,12,16
CN(C(=O)c1ccc(NC(=O)Cc2ccc(NC(=O)C3CCN(C(=O)c4ccccc4)CC3)cc2)cc1)C1CCCC1,18,i,-3,9,-2,-6,-2,-13,-7
Cc1ccc(S(=O)(=O)Nc2cccnc2)cc1C,-6,i,-9,-3,-1,20,-3,-2,-7
CN(C)S(=O)(=O)c1ccc(/C(O)=C2/C(=O)C(=O)N(Cc3cccnc3)C2c2ccco2)cc1 (configuration not stated),-3,i,0,2,0,-10,-2,-23,-6
CCN(CC)C(=O)CC(c1ccc(N(C)C)cc1)c1c(OC)cc(OC)c2ccc(=O)oc12 (configuration not stated),-7,i,4,-3,3,0,-10,20,-11
Clc1ccc(-c2nc3ncccn3c2Nc2ccc3c(c2)OCO3)cc1,-2,i,-1,2,5,-1,-2,-3,5
Cc1ccc(N=Nc2c(N)nn3c(N)c(C#N)c(C)nc23)cc1,-29,i,-8,-5,2,-4,-4,-16,3
Cc1ccc(N2CCN(S(=O)(=O)c3cccs3)CC2C)cc1 (configuration not stated),-3,i,-9,-1,7,-18,-4,2,16
CCC1CCCCN1c1ccc([N+](=O)[O-])cc1/C=N/NC(=O)Cn1c2ccccc2c(=O)c2ccccc21 (configuration not stated),-12,i,3,-1,-8,-11,-1,2,60*
CC(C)NC(=O)CSc1ccccc1C(=O)NNC(=O)Cn1ccc(C(F)(F)F)n1,28,i,0,0,3,-17,-10,1,-9
COC(=O)C(CCSC)NC(=O)c1cc2c(n(-c3ccc(C)cc3)c1=O)CCCC2=O (configuration not stated),11,i,6,-1,-3,0,-10,-2,-2

Four compounds out of the list above, sorted by their value in CendR NRP1 mod, falling.
Structure,MLLE-PAM2 inh,Neddyl block,E coli Lon inh,Rin1-Abl PPI inh,MT1-MMP act inh,SKN-1 block,bovine MsrA act,CendR NRP1 mod
COc1cccc(C2C3(C#N)C(N)=NC(OC)(OC)C23C#N)c1 (configuration not stated),-6,i,0,-1,1,-1,3,8
CCC1CCCCN1c1ccc([N+](=O)[O-])cc1/C=N/NC(=O)Cn1c2ccccc2c(=O)c2ccccc21 (configuration not stated),-12,i,3,-1,-8,-11,-1,2
COc1ccc(N(CC(=O)N2CCN(c3cccc(C)c3)C(C)C2)S(=O)(=O)c2c(C)n[nH]c2C)cc1 (configuration not stated),-8,i,9,-1,0,-5,-2,-13
CN(C)S(=O)(=O)c1ccc(/C(O)=C2/C(=O)C(=O)N(Cc3cccnc3)C2c2ccco2)cc1 (configuration not stated),-3,i,0,2,0,-10,-2,-23

Filtered by structure, those above containing an NH in an aromatic ring (two)
canonical_smiles,MLLE-PAM2 inh,Neddyl block,E coli Lon inh,Rin1-Abl PPI inh,MT1-MMP act inh,SKN-1 block,bovine MsrA act,CendR NRP1 mod,FAS TE block
O=C(NCc1cccc(C(F)(F)F)c1)c1ccc[nH]1,9,i,5,0,3,13,-2,11,-2
COc1ccc(N(CC(=O)N2CCN(c3cccc(C)c3)C(C)C2)S(=O)(=O)c2c(C)n[nH]c2C)cc1 (configuration not stated),-8,i,9,-1,0,-5,-2,-13,2

Record cards, from the list above. Screens in order: MLLE-PAM2 inh, Neddyl block, E coli Lon inh, Rin1-Abl PPI inh, MT1-MMP act inh, SKN-1 block, bovine MsrA act, CendR NRP1 mod, FAS TE block
`CCN(CC)C(=O)CC(c1ccc(N(C)C)cc1)c1c(OC)cc(OC)c2ccc(=O)oc12` (configuration not stated) is listed as -7, i, 4, -3, 3, 0, -10, 20, -11
`COc1ccc(N(CC(=O)N2CCN(c3cccc(C)c3)C(C)C2)S(=O)(=O)c2c(C)n[nH]c2C)cc1` (configuration not stated) is listed as -8, i, 9, -1, 0, -5, -2, -13, 2
`COC(=O)c1ccc(C(=O)Nc2ccc(C(C)C)cc2N)cc1` is listed as -14, i, -6, 5, 5, 3, -4, 7, -1

More entries
canonical_smiles,MLLE-PAM2 inh,Neddyl block,E coli Lon inh,Rin1-Abl PPI inh,MT1-MMP act inh,SKN-1 block,bovine MsrA act,CendR NRP1 mod,FAS TE block
Cc1cc(C(=O)COC(=O)Cc2n[nH]c(=O)c3ccccc23)c(C)n1-c1ccc2c(c1)OCO2,6,i,-8,-5,-1,-6,-3,-16,-1
COc1ccc(C(=O)NCC(=O)NCc2cc(=O)n(C)c(=O)n2C)cc1,-3,i,-4,2,1,7,-1,-122,-10
CCOc1ccccc1CN1CCN(Cc2ccc3cccc(OC)c3n2)CC1CCO (configuration not stated),0,i,12,1,6,-2,-7,-20,-8
CCCCC(=O)Nc1ccccc1N1CCOCC1,-12,i,-8,4,1,-8,-11,-7,-7
Clc1ccc(CN2C3=NCCCN3c3ccccc32)cc1Cl,19,i,-6,1,-3,-11,-2,9,2
COc1cccc(C(=O)NCCN2CCN(c3ccc(Cl)cc3)CC2)c1,5,i,1,-2,2,1,-5,-5,2
O=C(CCCn1c(=O)[nH]c2ccsc2c1=O)N1CCCCC1,0,i,4,1,3,-1,-12,11,-4
CCOC(=O)c1cc(-c2ccccc2C)nn1Cc1cc(C)no1,-6,i,-2,0,-2,-13,-3,4,11
Cc1ccc(NC(=O)C(c2ccc(Cl)cc2)N2CCCCC2)cc1 (configuration not stated),-7,i,-1,2,1,15,1,20,20
CCOC(=O)c1nnc(-c2ccccc2)nc1NCc1ccc(Cl)cc1,-2,i,-4,-3,-3,34,-2,6,25
COC(=O)[C@]12CCCCC=C1N(Cc1ccc3c(c1)OCO3)C(=O)[C@H](CC(=O)NCc1ccc(C)o1)C2,.,i,.,.,5,11,.,4,.
CS(=O)c1ccc(-n2c(=O)n(Cc3ccccc3)c(=O)c3[nH]cnc32)cc1 (configuration not stated),1,i,2,-2,-1,22,-1,17,-6
CC(OC(=O)C1=COCCO1)C(=O)Nc1cc(S(=O)(=O)N2CCCCC2)ccc1Cl (configuration not stated),4,i,0,-4,1,7,-2,23*,3
COc1cc2c(cc1OC)CN(C(=O)C1CCCN(C(=O)c3ccc(Cl)cc3)C1)CC2 (configuration not stated),11,i,2,7,3,-10,-7,-6,-7
COc1ccc(CNC(=O)c2ccc(CNc3c(NC4CCCCC4)c(=O)c3=O)cc2)cc1,-4,i,-7,0,1,8,-4,-6,-12
Cc1csc(SCCn2c(N3CCN(c4ccccc4)CC3)nc3c2c(=O)[nH]c(=O)n3C)n1,5,i,-3,-5,2,13,1,24,-1
CCOC(=O)C1(C)NC(c2ccc(N(C)C)cc2)C2C(=O)N(CC)C(=O)C21 (configuration not stated),2,i,3,1,1,-10,0,-4,-12
CSc1nc(SCc2ccccc2)[nH]c(=O)n1,-1,i,-20,0,.,13,-11,-1,-7
COc1ccc(S(=O)(=O)N2c3ccccc3OCC2C)cc1 (configuration not stated),-6,i,-3,3,2,0,1,4,19
CCn1c(COc2cccc3cccnc23)nnc1SC(F)F,-6,i,-7,0,-3,6,-11,7,-4
CCCCNc1c(-c2ccc(SC3CCCCC3)c(OC)c2)nc2ccc(Cl)cn12,-67,i,-4,-3,2,6,-1,-24,14
C[C@@H]1CN([C@H](C)CO)C(=O)c2cc(Br)cnc2O[C@@H]1CN(C)C(=O)Nc1ccccc1,5,i,-5,0,3,-2,-4,-8,-10
CCOc1cc(OCC)cc(C(=O)N2CCC[C@H]2C(=O)N2CCC[C@H]2C(=O)NCc2cccc(OC)c2)c1,.,i,-4,.,0,11,-2,-1,-5
COc1ccc(CC(=O)NNc2ncnc3c2cnn3-c2ccc(C)cc2)cc1OC,-17,i,-1,5,-3,0,0,-5,-15
COC(=O)c1ccc(CSCc2ccc(C(=O)OC)o2)o1,1,i,-1,6,-1,3,-7,6,-4
COc1c(C)cc(C(=O)C2CCCN(C(=O)c3snnc3C)C2)cc1C (configuration not stated),18,i,-1,3,-2,-3,-5,3,-1
CC1=C(C(=O)N(C)C)CC(CC(=O)NC(c2ccccc2)c2ccccc2)C(=O)N1Cc1ccc(C(C)(C)C)cc1 (configuration not stated),3,i,2,-2,0,1,-3,-5,12
O=C(C1CCC(Cn2c(=S)[nH]c3ccccc3c2=O)CC1)N1CCN(c2ccccc2)CC1 (configuration not stated),-51,i,-6,3,-4,22,0,-10,26

Reformatted with two lines to a compound: part of the list above.
Under each structure: MLLE-PAM2 inh | Neddyl block | E coli Lon inh | Rin1-Abl PPI inh | MT1-MMP act inh | SKN-1 block | bovine MsrA act | CendR NRP1 mod | FAS TE block
- COc1ccc(C(=O)NCC(=O)NCc2cc(=O)n(C)c(=O)n2C)cc1
 : -3 | i | -4 | 2 | 1 | 7 | -1 | -122 | -10
- CCCCNc1c(-c2ccc(SC3CCCCC3)c(OC)c2)nc2ccc(Cl)cn12
 : -67 | i | -4 | -3 | 2 | 6 | -1 | -24 | 14
